High-throughput results as filed in PubChem.
Tn7 DDE FP – inhibitors of Tn7 peptide binding to fibrin DD(E), primary screen, biochemical, fluorescence polarization, human fibrin, Tn7 probe | inhibition, % at 8.3 µM | 0.13% of 370,000 active | Fibrinogen beta chain (Homo sapiens), P02675 | FP displacement of FITC-Tn7 peptide from fibrin DD(E); 0% = median of compound wells per plate;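 active means inhibition above the mean of compounds falling within the control limits plus 3 SD of them, cut at about 14% in these data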;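 further: 0% = plate median of compound wells and 100% = 10 µM Aha-Tn7 peptide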
Target sequence (P02675 whole entry, looked up): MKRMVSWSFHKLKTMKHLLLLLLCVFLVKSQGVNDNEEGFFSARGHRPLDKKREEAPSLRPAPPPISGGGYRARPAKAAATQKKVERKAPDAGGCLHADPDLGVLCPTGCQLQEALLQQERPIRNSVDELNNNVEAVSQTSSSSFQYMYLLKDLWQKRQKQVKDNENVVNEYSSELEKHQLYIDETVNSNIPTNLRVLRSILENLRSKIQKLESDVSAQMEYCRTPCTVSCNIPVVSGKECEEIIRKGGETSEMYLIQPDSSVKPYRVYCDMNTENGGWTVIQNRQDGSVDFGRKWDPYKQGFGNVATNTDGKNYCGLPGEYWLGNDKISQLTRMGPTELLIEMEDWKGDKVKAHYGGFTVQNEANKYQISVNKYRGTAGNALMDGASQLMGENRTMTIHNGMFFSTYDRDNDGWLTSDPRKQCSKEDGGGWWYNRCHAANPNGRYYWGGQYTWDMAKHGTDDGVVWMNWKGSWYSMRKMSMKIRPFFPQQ
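System: human fibrin DD(E); quantity: Fibrin-DD(E) at 2 µM final; also added: fluorescent Tn7 probe at 0.1 µM; compound dosing: single nominal test concentration of 8.3 µM per compound; schedule: 10 min preincubation, 3 h with tracer, room temperature; detection: fluorescence polarization of the labelled Tn7 tracer; repeats: one replicate per compound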
DDE Tn6 FP inh – inhibitors of Tn6 peptide binding to fibrin DD(E), primary screen, biochemical, fluorescence polarization, human fibrin, Tn6 probe. Fibrinogen beta chain (Homo sapiens), P02675. Fibrin DD(E) TRITC-Tn6 fluorescence polarization displacement. inhibition, % at 8.3 µM. 0.21% of 370,000 active;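 active means inhibition above a per-campaign cutoff: mean of compounds within control limits plus 3 SD, cut at about 15% in these data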;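 further: 0% = median of all compound wells on the plate and 100% = blocking peptide control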
proKLK7 act – proKLK7 zymogen activators, primary screen, biochemical, fluorescence intensity. Kallikrein-7 (Homo sapiens), P49862. purified proKLK7, EDANS-DABCYL substrate fluorescence; 100% is mature enzyme control, 0% vehicle. activation, % at 7 µM. 0.9% of 370,000 active. AID 652039, 2013;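 active means activation above the mean of all tested compounds plus 3 SD, computed per campaign excluding outliers beyond control limits, cut at about 13% in these data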
Target sequence (P49862 whole entry, looked up): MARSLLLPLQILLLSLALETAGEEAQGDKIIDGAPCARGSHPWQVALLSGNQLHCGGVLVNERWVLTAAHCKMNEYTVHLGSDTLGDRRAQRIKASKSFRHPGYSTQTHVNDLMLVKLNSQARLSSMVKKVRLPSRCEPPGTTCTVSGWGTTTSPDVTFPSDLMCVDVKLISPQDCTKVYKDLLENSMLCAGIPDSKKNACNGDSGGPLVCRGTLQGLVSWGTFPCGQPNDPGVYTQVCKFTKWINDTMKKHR
PLC-gamma1 inh – PLC-gamma1 enzyme inhibitors, primary screen, biochemical, fluorescence, purified enzyme | 0.84% of 370,000 active | 1-phosphatidylinositol 4,5-bisphosphate phosphodiesterase gamma-1 (Homo sapiens), P19174 | inhibition, % at 12.2 µM | fluorogenic substrate; in the data active means inhibition above about 9.5%
TDP2 absorb – human TDP2 enzyme inhibitors, primary screen, biochemical, epi absorbance, recombinant enzyme. inhibition, % at 12.8 µM. 0.34% of 370,000 active. Tyrosyl-DNA phosphodiesterase 2 (Homo sapiens), O95551. T5PNP hydrolysis, p-nitrophenol absorbance 415 nm;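 active means inhibition above the mean of all tested compounds plus 3 SD, set per campaign, cut at about 25% in these data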;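 further: 0% = DMSO with enzyme and 100% = buffer with substrate but no TDP2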
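Test system: Human TDP2 enzyme | Reagent: 5 mM T5PNP | Compound dosing: 12.8 µM single point, 1% DMSO | Incubation: Enzyme reaction with compound for 2 h at 37 °C | Technique: p-Nitrophenol epi absorbance | Read-out: % inhibition relative to enzyme-containing and enzyme-free wells | Benchmarks: High control without enzyme, low control DMSO plus TDP2 | Replicates: Singlicate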
ADAM10 inh – human ADAM10 inhibitors, primary screen, biochemical, QFRET, HTS; Disintegrin and metalloproteinase domain-containing protein 10 (Homo sapiens), O14672; recombinant ADAM10, EDANS/DABCYL FRET peptide cleavage, 3 h; inhibition, % at 7 µM; 0.62% of 370,000 active;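 active means inhibition above a per-campaign cutoff equal to the mean of compounds falling between control-based bounds plus 3 SD, cut at about 20% in these data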;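 further: 0% = DMSO wells while the 100% control is not disclosed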
ASAP1 inh – inhibitors of human ASAP1 ArfGAP activity, primary screen, biochemical, fluorescence polarization; Arf-GAP with SH3 domain, ANK repeat and PH domain-containing protein 1 (Homo sapiens), …; ASAP1-stimulated ARF1 GTP hydrolysis, GDP FP detection; inhibition, % at 16.5 µM; 0.19% of 360,000 active; in the data active means inhibition above about 25%;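 further: 0% = vehicle with enzyme and substrate and 100% = no enzyme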
ARFGAP1 inhibitor – inhibitors of rat ARFGAP1 GAP activity, primary screen, biochemical, fluorescence polarization, GDP tracer; AID 651572, 2012; inhibition, % at 16.5 µM; 0.26% of 360,000 active; Arfgap1-stimulated ARF1 GTP hydrolysis, GDP FP detection; ADP-ribosylation factor GTPase-activating protein 1 (Rattus norvegicus), Q62848;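 active means inhibition above a per-plate limit, mean inhibition of low control wells plus 3 SD, cut at about 25% in these data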;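 further: 0% = DMSO wells with enzyme and 100% = wells lacking Arfgap1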
Target sequence (Q62848 1-136 limits assumed): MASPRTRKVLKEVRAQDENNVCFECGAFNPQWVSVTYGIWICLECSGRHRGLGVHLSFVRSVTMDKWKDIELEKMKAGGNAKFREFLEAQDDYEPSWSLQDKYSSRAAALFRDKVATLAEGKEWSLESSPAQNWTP
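Material: rat Arfgap1 catalytic domain, aa 1-136; also added: human ARF1(Δ1-17)-GTP substrate; compound dosing: one concentration, 16.5 µM, DMSO 1.26%; incubation: GTP hydrolysis reaction 2 h at 25 °C; measured by: Tracer-displacement fluorescence polarization with EDTA stop, 620/688 nm; evaluation: % inhibition from polarization; repeats: one replicate per compound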
ADAM17 inh – ADAM17 inhibitors, primary screen, biochemical, QFRET; Disintegrin and metalloproteinase domain-containing protein 17 (Homo sapiens), P78536; recombinant ADAM17, EDANS/DABCYL FRET peptide cleavage; inhibition, % at 6.95 µM; 0.83% of 370,000 active; AID 720648, 2013;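 active means inhibition above the mean of compounds lying between control limits plus 3 SD, set per campaign, cut at about 8.5% in these data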;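 further: 0% = DMSO-only wells as the low control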
LEDGF integ inh – blockers of LEDGF/p75-dependent integrase strand transfer – biochemical, TR-FRET, high throughput, primary screen; TR-FRET IN-LEDGF/p75 DNA integration, Eu/Cy5; AID 743269, 2014; 0.64% of 370,000 active; inhibition, % at 3.7 µM;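 active means inhibition above the screen-wide mean plus 3 SD, cut at about 13% in these data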;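 further: signal is the Cy5 over europium emission ratio at 671 and 618 nm; 0% = plate median of compound wells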
The depositor's hits bear a star; i = inactive; nt = no result given.

SMILES	Tn7 DDE FP	DDE Tn6 FP inh	proKLK7 act	PLC-gamma1 inh	TDP2 absorb	ADAM10 inh	ASAP1 inh	ARFGAP1 inhibitor	ADAM17 inh	LEDGF integ inh
Cc1cc(C)c(C(=O)N(CCN(C)C)CC2CCCN(Cc3ccccc3F)C2)o1 (stereo unspecified)	1	6	-0.6	-2	12	-8	4	4	-3	-2
CC(=O)Nc1cccc(C(=O)/C=C/c2ccc(Br)cc2)c1	8	-2	-0.3	2	8	7	-3	5	-1	0
COCCCNC(=O)c1cc2c(-c3cccc(OC)c3)nn(C)c2s1	-8	11	2.2	-142	-10	-333	14	12	-125	5
CCOc1ccccc1-c1nn2c(Cc3ccccc3)nnc2s1	-2	-2	-0.6	-4	-3	-24	7	-11	-11	1
CN(C)c1ccc(/C=N/NC(=O)c2nnn(-c3nonc3N)c2CN(C)c2ccccc2)cc1	5	0	-0.2	-4	4	3	-1	-1	-1	-3
CN(C)S(=O)(=O)c1cccc(NC(=O)c2cccc(NS(=O)(=O)c3ccccc3)c2)c1	-1	1	0.0	-1	4	6	-2	15	1	-2
CSC(=S)N/N=C/c1ccc(Br)cc1	3	-8	0.6	-4	-5	1	6	13	-4	5
O=C(Nc1ccc(Br)cc1F)C1CCN(c2nnc(-n3cccc3)s2)CC1	-2	-7	0.2	0	5	-6	7	-6	0	-2
CC(C)Cc1nnc(NC(=O)CCC(=O)N2CCN(S(=O)(=O)c3ccccc3)CC2)s1	9	5	0.2	8	8	5	0	-6	-2	-4
Cc1ccc(C(=O)N/C(=C\c2ccco2)C(=O)N2CCOCC2)cc1C	-2	0	0.3	-15	17	-13	7	4	-5	3
CN1[C@@H](Cc2ccccc2)COc2cc(F)ccc2S1(=O)=O	-5	-3	-0.5	4	-14	-4	nt	nt	-4	2
C=C1[C@H]2O[C@H]2[C@@H](OC(C)=O)[C@@]2(C)[C@@H](OC(C)=O)C[C@@H](OC(C)=O)[C@@](C)(O)[C@@H]2[C@@H](OC(C)=O)[C@@]2(O)[C@@H](C)C(=O)O[C@H]2[C@H]1Cl	1	2	0.1	1	2	-2	-7	21	-1	1
COC(=O)c1ccc(NC(=O)COC(=O)C2CCC2)cc1	-3	3	-0.1	0	-8	-2	-3	11	-2	2
CCOc1ccc(-n2c(SCC(=O)c3ccc4ccccc4c3)nnc2-c2ccc(OC)cc2)cc1	-12	3	-0.5	1	-5	4	nt	nt	2	2
CCOC(=O)c1ccc(NC(=O)C2(c3ccc(OC)cc3)CCCC2)cc1	0	-1	-0.2	0	-3	9	6	10	5	-1
CC1CCC2(CC1)NC(=O)c1ccccc1O2 (stereo unspecified)	-4	1	-0.2	2	17	5	-4	3	-3	1
COc1ccc(C(=O)OCC(=O)Nc2ccc(F)c(F)c2)cc1OC	-6	-2	0.8	6	6	3	8	-7	6	5
COCOCCn1cc(CN2CCS(=O)(=O)N(Cc3ccc(-c4ccc(F)nc4)cc3)C(C)C2=O)nn1 (stereo unspecified)	7	9	0.7	1	-8	-12	7	11	0	3
COc1ccc(CCC(=O)OCC(=O)Nc2sccc2C(N)=O)cc1	6	0	0.1	-1	8	-9	-8	-3	-7	-3
COC(=O)CNC(=O)c1cc(-c2ccncc2)nc2ccc(C)cc12	-4	4	0.3	-47	0	-322	-8	-2	-94	1
O=S(=O)(Nc1ccc(Nc2ccccc2)cc1)c1ccc(F)cc1	2	0	-0.2	1	-7	6	0	12	4	-7
CCn1c(=O)c2c(n3c(=S)[nH]nc13)-c1ccccc1CC21CCCCC1	0	0	-0.1	-5	-8	-6	0	-10	-3	-5
S=C(N=Nc1ccccc1)NNc1ccccc1	-3	-4	-0.1	1	-3	2	6	-2	-2	3
Cc1cc(=O)n(C)c(=O)n1CCCCOc1ccc([N+](=O)[O-])cc1	3	-2	0.1	-1	2	-2	-6	-1	0	3
CCOc1ccccc1N(CC(=O)Nc1ccc(C)cc1)S(C)(=O)=O	1	3	0.7	1	9	-1	-1	2	-7	2
COc1ccc(NC(=O)Nc2cccnc2)cc1	-2	4	-0.6	-1	3	2	2	-11	-2	1
COC(=O)Cc1cc(=O)n2c(nc3ccccc32)[nH]1	-9	-1	-36	-81	10	-304	1	0	-117	-2
O=C(O)CCN1C(=O)c2ccc(NC(=O)C(c3ccccc3)c3ccccc3)cc2C1=O	3	-11	-59	i	-12	i	8	5	-324	3
COc1ccc(NC2=CC(=O)CC(C)(C)C2)cc1	1	-1	0.4	-1	0	-4	-10	-8	-4	0
COc1cc(OC)cc(C2=Cc3ccccc3C(CC(C)=O)N2c2ccc(C#CCCO)cc2)c1 (stereo unspecified)	1	-9	-27	-266	-7	-61	11	8	-18	-1
O=S(=O)(c1cc(F)cc(F)c1)N1CCN(c2ncccn2)CC1	7	-5	0.1	0	5	-12	-7	-2	-2	1
Cc1ccc2c(c1)NC(=O)C(CC(=O)NCCN(C)C)O2 (stereo unspecified)	6	4	-0.4	-3	1	-10	9	-2	-3	0
O=C(N1CCOCC1)N1CC[C@H]2[C@H](CCCN2Cc2ccc(F)cc2)C1	-6	-2	0.2	-2	3	-1	nt	nt	-3	3
COc1ccc(Nc2nc(NC(C)C)nc3ccsc23)cc1OC	-2	1	0.2	-12	-2	0	3	0	-2	-2
O=C(CNC(=O)N1CC(=O)Nc2ccccc21)Nc1cc(Cl)ccc1Cl	-4	-3	0.1	3	17	-12	7	-3	-7	4
Cc1ccccc1C(=O)NCC(=O)OCC(=O)NC(C)C1CC2CCC1C2 (stereo unspecified)	11	6	-0.3	3	2	7	-6	-4	3	0
CCOc1ccc(CCNC(=O)c2cccc(NC3=NC4CS(=O)(=O)CC4S3)c2)cc1 (stereo unspecified)	-8	8	-0.1	0	-15	2	-2	9	1	2
O=C(CSc1nnc(Cc2ccccc2)o1)Nc1ccccc1	0	5	-1.0	2	6	2	-14	2	-3	-3
O=C(NCCCN1CCOCC1)c1ccc(CNS(=O)(=O)c2ccc(Br)cc2)cc1	2	7	-0.1	2	-5	0	-7	-9	-1	0
CC(C)(C)c1ccc(C(=O)Nc2cccc3ncccc23)cc1	-2	-1	0.5	-15	-14	4	11	1	2	6
O=C(Cc1cccc2ccccc12)N/N=C/c1ccc(Sc2nc3ccccc3s2)o1	-2	-17	-0.4	4	1	16	0	9	7	4
CCC(C)(C)NC(=O)C(c1ccc(O)cc1)N(C(=O)Cn1nnc2ccccc21)c1ccc(NC(C)=O)cc1 (stereo unspecified)	-2	-4	0.6	3	20	0	4	3	-1	0
COc1ccc(N2CCN(C(=O)Nc3cccc(C(F)(F)F)c3)CC2)cc1	-1	4	-1.1	-2	-13	-3	-19	10	0	-1
CNC(=S)Nc1sc2c(c1C(=O)OC)CCC2	2	3	-0.3	-1	-11	-2	-1	-2	1	1
CCC(C)NC(=O)N[C@@H](Cc1ccccc1)C(=O)O (stereo partly specified)	5	0	-0.4	3	8	2	-5	-2	-2	1
O=C(Cc1ccccc1F)Nc1nc(-c2cccnc2)cs1	3	-12	-0.5	-12	-8	-15	5	-4	-7	-4
Cc1cc[n+](-c2[nH]c(=O)sc2/C=N/N=C(\[O-])c2ccccc2)cc1	1	-3	-0.2	0	-2	-4	-2	-2	3	-4
COc1cccc(/C=C2\CCc3ccccc3C2=O)c1	1	8	-0.3	0	11	2	-13	5	2	-2
Cc1cccc(CN2C(=O)N/C(=C/c3cc(C)n(-c4ccccn4)c3C)C2=O)c1	2	-6	1.0	-46	1	-40	-2	-10	-14	-3
CC(NCc1ccc2c(c1)OCO2)C(=O)N1CCc2ccccc21 (stereo unspecified)	12	4	-0.4	-4	6	-8	4	1	-7	2
Cc1c(OCC(=O)N2CCC(C(=O)O)CC2)ccc2c3c(c(=O)oc12)CCC3	-4	2	-0.8	-2	-3	-50	-2	4	-14	2
Cc1cccc(N2CCN(C(=O)C3CCN(S(=O)(=O)c4cccc5cccnc45)CC3)CC2C)c1 (stereo unspecified)	1	-3	0.1	0	-6	-11	-7	2	-2	-2
Cc1ccc(NC(=O)COc2cccnc2[N+](=O)[O-])cc1S(=O)(=O)N1CCCCC1	-7	1	0.7	7	-1	11	-1	6	7	0
COc1ccc(CN2CN(C(C)C)CSC2=S)cc1	-1	2	0.7	6	-8	10	1	-5	4	4
CCOC(=O)Nc1cc(C)ccc1OC	1	-6	-0.3	2	-3	-1	0	9	-2	-2
CC1CCCN(CCC(=O)Nc2ccc(F)c(F)c2)C1 (stereo unspecified)	-6	-1	-0.3	2	-7	-10	2	1	-1	-3
Cc1ccc(-n2nc(C)c3cc(C(=O)O)sc32)cc1	-4	2	0.2	0	8	-1	-15	-1	-3	3
O=C(CCS(=O)(=O)c1ccccc1)Nc1ccc(Cl)cn1	5	0	0.1	-1	22	2	10	-3	-2	0
O=C(Nc1ccc2c(c1)OCCO2)C(CCc1ccccc1)N1CCN(C/C=C/c2ccccc2)CC1 (stereo unspecified)	5	1	0.1	-2	3	2	-12	16	3	0
CCc1ccccc1OCC(=O)Nc1ccc(N2CCCC2)cc1C	-5	3	0.3	-110	-3	-6	-6	10	1	-1

Compounds were not picked by outcome. About 4.2% of those tested had a hit in this group.
